CSM14.1 death rescue: protection against thapsigargin-triggered cell killing – 384-well, CSM14.1, ATP luminescence, primary screen (AID 1222); CSM14.1 thapsigargin-induced death rescue, ATP luminescence; higher % means a stronger effect; cellular ATP content (survival), % at 20 µM; hits with a dose series show EC50 in µM; 190,000 tested, under 10 active;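 active = EC50 below 50 µM in the dose-response confirmation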;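 note: death triggered by thapsigargin at about 15 µM added after 2 h compound pretreatment; cell ATP read after overnight thapsigargin exposure of roughly 18 to 22 hours; normalized against plate controls of thapsigargin alone and 5% DMSO vehicle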
XIAP displacement: small molecules displacing peptide from XIAP – biochemical, IAP family, fluorescence polarization (AID 1018) | XIAP BIR domain, fluorescence polarization peptide displacement; higher % means a stronger effect | displacement, % at 20 µM, or IC50 in µM where a hit was titrated | 200,000 tested, 0.007% active; in the data active = displacement above about 50%; note: a part of the inactive calls stands beside numbers as strong as those of hits
M1AAP inhibition: P. falciparum M1AAP inhibitors, biochemical, fluorogenic H-Leu-NHMec substrate, 1536-well (AID 1445) | recombinant M1AAP, H-Leu-NHMec fluorogenic kinetic assay; higher % means a stronger effect | inhibition, % at 30 µM, or IC50 in µM where a hit was titrated | 220,000 tested, 0.42% active;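 active = primary inhibition above the hit cutoff, then over 50% inhibition at one or more dose response concentrations, cut at about 23% in these data, passing the limit was not always enough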;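 note: plate controls were DMSO full reaction for no effect and no enzyme background for full effect; strong numbers were not always called active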
SIAH1 antagonists: Siah-1 peptide-binding antagonists, primary screen, biochemical, fluorescence polarization, rhodamine-plectin, uHTS (AID 1817); Siah-1 / rhodamine-plectin peptide fluorescence polarization; higher % means a stronger effect; 290,000 tested, 0.02% active; displacement, % at 20 µM, or IC50 in µM where a hit was titrated;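 active = displacement of at least 50% at 20 µM, with a fluorescence ratio check between 0.3 and a set limit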;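 note: plate controls were Siah plus tracer with DMSO for no effect and tracer alone without Siah for full effect; strong numbers were not always called active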
Hep lipid drop: hepatic lipid droplet formation modulation. AML12 mouse hepatocytes, oleate lipid droplets, BODIPY imaging. inhibition, % at 6.5 µM. 240,000 tested, 0.4% active. AID 1656;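 active = lipid droplet intensity inhibited by at least 50%, with more than 500 cells counted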
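Test system: AML12 mouse liver cells; schedule: overnight exposure; technique: high-content imaging of BODIPY-stained droplets and DAPI nuclei; read-out: % inhibition of corrected integrated BODIPY droplet signal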
NOD2 inhibition: inhibition of NOD2-driven NF-kB reporter – cell-based, luminescence, uHTS, HEK293 (AID 1566). HEK293 NOD2/NF-kB luciferase reporter, luminescence; higher % means a stronger effect. one-dose inhibition, % at 4 µM; EC50 in µM for titrated hits. 290,000 tested, 0.63% active; note: many of its hits are not listed in these tables
P. falciparum M17LAP: P. falciparum M17LAP inhibitors, primary screen, biochemical, fluorogenic H-Leu-NHMec substrate, 1536-well (AID 1619) | recombinant M17LAP, H-Leu-NHMec fluorogenic kinetic assay; higher % means a stronger effect | one-dose inhibition, % at 30 µM; IC50 in µM for titrated hits | 220,000 tested, 0.38% active;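 active = compound inhibiting the enzyme by more than half at any dose during confirmatory dose-response retesting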;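 note: plate controls were full reaction with DMSO carrier for no effect and no enzyme background for full effect; strong numbers were not always called active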
LYP phosphatase: inhibitors of LYP phosphatase, biochemical, fluorescence intensity, uHTS (AID 1779). recombinant LYP phosphatase, fluorescence intensity; higher % means a stronger effect. one-dose inhibition, % at 11.5 µM; IC50 in µM for titrated hits. 290,000 tested, 0.054% active;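 note: plate controls were vehicle with enzyme for no effect and no enzyme for full effect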
AID2073: inhibitors of Mint1-CaV2.2 protein interaction, biochemical, HTRF (AID 2073) | HTRF protein-protein interaction, Mint1-CaV2.2; higher % means a stronger effect | 290,000 tested, 0.19% active | inhibition, % at 20 µM; hits with a dose series show IC50 in µM; in the data active = inhibition mostly above about 51%, no sharp cut-off; note: some results filed as inactive read as strong as hits
Hep lipid drop cells 6.5 µM: also measured in Hep lipid drop; calls as there; cell count; measured here: cell count, cytotoxicity flag;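 cells counted across two imaged fields per well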
Numbers without * were called inactive; / = not tested or not shown. Cut-off read from the data, not from the text of the source, unless noted: active = inhibition above about 50%; inactive = the rest.

Start of the data: the first 4 records as a preview:
SMILES	CSM14.1 death rescue	XIAP displacement	M1AAP inhibition	SIAH1 antagonists	Hep lipid drop	Hep lipid drop cells 6.5 µM	NOD2 inhibition	P. falciparum M17LAP	LYP phosphatase	AID2073
COc1cccc(-c2c[nH]c(=O)[nH]c2=O)c1	1.5%	-2.3%	1%	12%	13	709	11%	1%	-8%	6%
Cc1c(C(c2ccccc2O)c2c(C)n(C)n(-c3ccccc3)c2=O)c(=O)n(-c2ccccc2)n1C	-0.8%	-9.9%	0%	2%	0	739	19%	1%	-7%	36%
CCn1c(SCC(=O)c2cccs2)nnc1-c1cccs1	-2.1%	1.0%	7%	1%	/	/	-8%	10%	1%	-23%
Cc1ccn(CCC(=O)NC2CCCc3c2cnn3-c2cccc(C)c2C)n1 (stereo unspecified)	/	/	/	5%	22	738	17%	/	-1%	9%

The listing, repeating the preview:
SMILES	CSM14.1 death rescue	XIAP displacement	M1AAP inhibition	SIAH1 antagonists	Hep lipid drop	Hep lipid drop cells 6.5 µM	NOD2 inhibition	P. falciparum M17LAP	LYP phosphatase	AID2073
COc1cccc(-c2c[nH]c(=O)[nH]c2=O)c1	1.5%	-2.3%	1%	12%	13	709	11%	1%	-8%	6%
Cc1c(C(c2ccccc2O)c2c(C)n(C)n(-c3ccccc3)c2=O)c(=O)n(-c2ccccc2)n1C	-0.8%	-9.9%	0%	2%	0	739	19%	1%	-7%	36%
CCn1c(SCC(=O)c2cccs2)nnc1-c1cccs1	-2.1%	1.0%	7%	1%	/	/	-8%	10%	1%	-23%
Cc1ccn(CCC(=O)NC2CCCc3c2cnn3-c2cccc(C)c2C)n1 (stereo unspecified)	/	/	/	5%	22	738	17%	/	-1%	9%
O=C(NCCCN1CCCC1)c1ccc2c(c1)N(Cc1ccc(F)cc1)C(=O)c1ccccc1S2=O (stereo unspecified)	/	/	/	3%	-6	807	18%	/	-9%	3%
COCCN1CC(O)=C(c2nc3ccccc3c(=O)[nH]2)C1=N	0.3%	-4.1%	13%	5%	-2	794	6%	-7%	-7%	12%
C=CCOc1ccc(CNC(C)(C)CO)cc1OCC	-1.0%	-3.9%	2%	-5%	/	/	18%	-13%	-3%	-2%
C=CCOc1ccc(CNc2ccc3[nH]c(=O)[nH]c3c2)cc1OCC	2.9%	-6.6%	19%	-2%	1	732	28%	1%	-6%	-3%
O=C1Nc2cc(C(=O)NCCCN3CCCC3)ccc2S/C1=C\c1ccccc1	/	/	/	-2%	9	729	22%	/	-9%	19%
O=C(OCc1ccc([N+](=O)[O-])cc1Cl)c1cnccn1	/	/	/	-8%	0	899	-15%	/	0%	7%
CCCN(Cc1ccccc1)C(=S)Nc1ccc(OC(F)F)cc1	-2.1%	0.4%	15%	-4%	-8	599	-28%	9%	-4%	-22%
CCCCNC(=O)c1sc(=S)n(-c2ccccc2OC)c1N	-2.2%	-1.4%	1%	-6%	/	/	6%	13%	3%	-11%
O=c1[nH]nc(SCc2nnc(-c3cccc(Cl)c3)o2)n1C1CCCCC1	/	/	-1%	-8%	3	670	8%	7%	-5%	1%
COc1cccc(NC(=O)N(CCCN2CCOCC2)C(C)c2cc3ccccc3o2)c1 (stereo unspecified)	0.6%	-3.6%	8%	1%	2	838	-43%	-8%	-6%	-4%
CCCCCNC(=O)CSC1=N/C(=C\c2ccc(Cl)c(Cl)c2)C(=O)N1CC	1.1%	-1.7%	4%	3%	-13	750	11%	5%	-2%	20%
CC1(C)Cc2c(c(-c3ccccc3Cl)[nH]c(=O)c2C#N)CO1	-0.6%	-6.5%	6%	4%	1	645	12%	3%	-1%	10%
COc1ccc(CNC(=O)CSc2ncnc3nc[nH]c23)cc1	-0.2%	-5.8%	5%	-1%	/	/	-6%	10%	-6%	2%
O=C(NCCN1CCOCC1)c1ccc2c(c1)N(Cc1ccccc1)C(=O)CS2	/	-0.7%	2%	-2%	-4	632	6%	2%	4%	0%
CCOC(=O)c1cnn(-c2ccc(C(F)(F)F)cn2)c1N	1.4%	-1.2%	5%	2%	27	807	-44%	-9%	-3%	3%
CC(=O)Nc1ccc(N/C=C(\C#N)S(=O)(=O)c2ccc(Cl)cc2)cc1	/	/	/	-3%	-30	826	-6%	/	-3%	20%
CCN(Cc1nc(-c2cccc(C)c2)no1)C(=O)c1ccc2c(c1)OCO2	/	/	/	-7%	1	844	-5%	/	-11%	2%
Nc1nnc(Cc2ccc(Cl)cc2)s1	0.7%	-2.8%	3%	10%	0	626	-5%	7%	2%	5%
COc1ccc(/C=C2\Sc3ccc(C(=O)N4CCCC4)cc3N(C)C2=O)cc1OC	/	/	/	2%	-25	643	46%	/	-6%	-37%
CC(C)(C)c1ccc(S(=O)(=O)N2CCN(CCC#N)CC2)cc1	-0.4%	-4.0%	-3%	2%	-18	579	10%	-3%	-6%	6%
C/C(N)=C(/C#N)C(=O)CSc1nc2cc(Cl)ccc2c(=O)n1-c1ccc(C)cc1	-0.6%	-5.9%	-2%	-11%	-5	678	10%	3%	-9%	-1%
CC(NC(=O)Cc1cccs1)c1ccccc1 (stereo unspecified)	-0.7%	-5.4%	1%	1%	11	749	16%	-7%	-4%	6%
CCCNC(=S)N1CCC(C(=O)c2ccc3c(c2)OCCO3)CC1	1.6%	-4.1%	6%	8%	6	770	7%	0%	-6%	-1%
COc1ccc(CN(C)C(=O)c2[nH]c(C)c(C(C)=O)c2C)c(OC)c1OC	/	/	/	12%	-33	731	13%	/	-6%	7%
CC1C(=O)N2CCCc3cc(S(=O)(=O)NCCc4ccccc4)cc1c32 (stereo unspecified)	/	/	/	-3%	-4	664	28%	/	-16%	6%
COc1cc(NS(=O)(=O)c2ccc(NC(=S)NC(=O)COc3ccccc3OC)cc2)nc(OC)n1	0.1%	-11%	6%	5%	-11	716	6%	2%	13%	21%
CCc1ccc(S(=O)(=O)c2nnn3c2nc(N2CCOCC2)c2ccccc23)cc1	/	/	/	2%	-14	715	-19%	/	-6%	9%
O=C(/C=C/c1ccc([N+](=O)[O-])cc1)NC1CC2CCC1C2 (stereo unspecified)	-0.6%	-3.8%	5%	0%	15	684	5%	1%	-7%	14%
O=C(NC1CCCCC1)NC1C2CC3CC(C2)CC1C3 (stereo unspecified)	/	/	/	11%	0	835	-20%	/	-10%	4%
COc1ccc(/C=N\NC(=O)c2sccc2C)cc1Cn1nc(C)cc1C	/	/	/	-5%	-1	695	-3%	/	-5%	-10%
COC(=O)C1=C(C)N(C(C)C)C(=O)C1(NC(C)=O)C(F)(F)F (stereo unspecified)	1.8%	-4.4%	6%	0%	18	817	-4%	0%	-3%	-6%
Cc1oc2ccc(OCc3ccc(F)cc3)cc2c1C(=O)O	0.2%	-2.5%	0%	5%	/	/	11%	12%	-3%	10%
CCOc1ccc(C(C)=O)cc1N1C(=O)C2C3C=CC(O3)C2C1=O (stereo unspecified)	-0.4%	0.0%	4%	-2%	/	/	22%	-5%	0%	56%
CC(=O)Nc1c(Cl)n(C(C)=O)c2ccccc12	0.2%	-2.7%	11%	-1%	-15	716	-4%	6%	6%	18%
COc1cc(/C=C/C(=O)OCC(=O)Nc2c(C)n(C)n(-c3ccccc3)c2=O)ccc1O	/	/	/	3%	0	836	-1%	/	-2%	4%
Cc1cc(C)c2cc(C#N)c(NCCNC(=S)NCCCN3CCOCC3)nc2c1	2.7%	-1.9%	12%	2%	3	737	33%	-22%	-9%	9%
Cc1ccnc(NS(=O)(=O)c2ccc(NC(=O)c3snnc3C)cc2)n1	/	/	/	0%	-2	714	2%	/	-11%	4%
O=C(CSc1nnc(COc2ccc(Cl)cc2)o1)N1CCCC1	/	/	/	1%	-2	848	2%	/	1%	-4%
CCOc1ccc(-c2nc(CSc3nnc(N)s3)cs2)cc1OC	10%	-3.1%	14%	1%	6	726	-25%	3%	-3%	5%
COC(=O)c1ccc(CN2CCN(CC(C)C)C(CCO)C2)cc1 (stereo unspecified)	/	/	9%	-1%	2	739	-34%	6%	-9%	7%
COc1ccc(Cl)c(S(=O)(=O)N2CCCC2)c1	-3.3%	-2.2%	9%	-8%	6	789	-2%	3%	-9%	21%
COC(=O)c1ccc(N2CCN(C)CC2)c(NC(=O)COc2ccc(OC)cc2)c1	2.2%	-4.0%	5%	-1%	/	/	0%	-1%	-5%	2%
O=C(Nc1ccccc1SCC1CSc2nc3ccccc3c(=O)n21)c1ccccc1 (stereo unspecified)	0.1%	-6.9%	10%	-5%	2	717	2%	-1%	-4%	13%
COc1ccc(CN2CCOCC2)cc1Br	-0.8%	-4.2%	2%	5%	/	/	5%	4%	-1%	24%
CCN1C(=O)C(CC(=O)Nc2ccccc2Cl)N(NC(=O)c2cccc(F)c2)C1=S (stereo unspecified)	/	/	/	-6%	-2	808	7%	/	-3%	12%
COc1ccc(S(=O)(=O)N2CCN(CCc3ccccc3)CC2)cc1	/	/	/	5%	24	815	-2%	/	-5%	10%
COc1ccccc1CNC(=O)c1cc(=O)c2ccccc2o1	-2.4%	-5.5%	4%	-2%	0	671	19%	-10%	-5%	12%
Cc1cccc(C(=O)NC2CC(C)(C)NC(C)(C)C2)c1	0.9%	-3.8%	3%	1%	/	/	7%	-5%	-2%	10%
CN(C)S(=O)(=O)n1cc(/C=C(\NC(=O)c2ccccc2)C(=O)NCCN2CCOCC2)c2ccccc21	/	/	/	-2%	-18	665	14%	/	0%	6%
Cn1c(=O)n(CC(N)=O)c(=O)c2c1nc(Br)n2Cc1ccccc1	/	/	/	-2%	0	784	19%	/	-3%	7%
Cc1cc2oc(=O)cc(CN3CCCCC3C)c2cc1Cl (stereo unspecified)	/	/	/	4%	-10	787	0%	/	0%	0%
OCCC1CN(Cc2ccc3nonc3c2)CCN1Cc1ccsc1 (stereo unspecified)	-1.5%	-6.6%	/	-2%	-24	725	18%	/	-14%	9%
O=C(O)CCSc1nnc(-c2ccccc2)n1-c1ccccc1	-0.5%	3.3%	4%	-1%	/	/	0%	17%	-10%	-5%
COC(=O)c1ccc(CO/N=C/c2ccc(OC)cc2OC)cc1	/	/	/	1%	9	865	8%	/	-3%	-2%
Cc1cc(=O)[nH]c(-n2nc(C)cc2C)n1	-1.0%	-2.3%	-4%	-2%	/	/	18%	17%	-9%	4%
CCOC(=O)C1=C(C)NC(=S)NC1c1ccsc1 (stereo unspecified)	-0.3%	-1.6%	1%	4%	-20	680	4%	-3%	-4%	-5%
COc1ccc(NC(=O)NCc2ccco2)cc1OC	1.1%	-7.3%	-3%	4%	23	671	-5%	2%	-4%	7%
Cn1c(SCC(=O)Nc2ccc3c(c2)OCCO3)nnc1-c1ccco1	-2.1%	-5.9%	5%	-4%	/	/	10%	10%	-7%	-3%

Source: PubChem (several laboratories)

Some of the compounds tested. The share of hits here may be higher or lower than overall.
